# Screens as filed in PubChem.
# DNMT1 inh = DNMT1 (human) enzyme inhibition; P26358; DNMT1 molecular beacon, Hinp1I cleavage, fluorescence; inhibition (reported as % activation of signal), % at 10 µM; 360,000 compounds, 0.83% hits; AID 588458; in the data active means inhibition above about 50%
# STEP block = inhibitors of human striatal-enriched phosphatase STEP; recombinant STEP, OMFP fluorogenic substrate, fluorescence; inhibition, % at 20 µM; 360,000 compounds, 0.25% hits;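 active means inhibition at 20 µM, scaled per plate between control wells, above about 37%, limit read from the data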;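 further: 0% = DMSO with enzyme and substrate and 100% = substrate only without enzyme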
# Target sequence (P54829 whole entry, looked up): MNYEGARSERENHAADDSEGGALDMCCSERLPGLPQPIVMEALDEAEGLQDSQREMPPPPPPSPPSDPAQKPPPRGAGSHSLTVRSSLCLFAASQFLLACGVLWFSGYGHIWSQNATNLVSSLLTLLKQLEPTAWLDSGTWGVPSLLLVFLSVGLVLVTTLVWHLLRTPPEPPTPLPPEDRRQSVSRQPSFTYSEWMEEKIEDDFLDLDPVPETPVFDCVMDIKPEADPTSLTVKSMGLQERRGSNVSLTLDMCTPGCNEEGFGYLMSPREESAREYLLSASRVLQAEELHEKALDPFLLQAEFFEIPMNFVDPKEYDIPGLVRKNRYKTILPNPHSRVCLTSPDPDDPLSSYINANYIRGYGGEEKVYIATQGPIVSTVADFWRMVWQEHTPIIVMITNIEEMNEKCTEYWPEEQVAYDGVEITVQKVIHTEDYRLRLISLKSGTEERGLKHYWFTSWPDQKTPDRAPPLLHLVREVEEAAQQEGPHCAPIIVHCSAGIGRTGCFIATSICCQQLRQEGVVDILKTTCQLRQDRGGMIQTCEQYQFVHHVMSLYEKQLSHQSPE
#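 Assay system: isolated STEP enzyme. Buffer or medium: pH 6.0 Bis-Tris with DTT and Tween 20. Also added: fluorogenic phosphatase substrate OMFP at 25 µM final. Dosing: 20 µM, 1% DMSO. Timing: 20 min reaction, room temperature, in the dark. Measured by: fluorescence intensity, excitation 480 nm, emission 540 nm. Evaluation: normalized % inhibition.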
# SKN-1 block = inhibitors of C. elegans SKN-1 | C. elegans VP596 Pgst-4::GFP/RFP ratio, acrylamide-induced, 24 h | AID 624304 | inhibition, % at 21.8 µM | 360,000 compounds, 0.49% hits;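 active means interference check ratio from 0.5 to 1.5 plus GFP to RFP signal ratio inhibition reaching or exceeding a fixed threshold, cut at about 30% in these data, passing the limit was not always enough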; further: some compounds called inactive have numbers as strong as hits
# SUMO1-SIM PPI = alters human SUMO1 binding to SIM partners; SUMO1 binding to a labelled peptide, TR-FRET, 1 h; 360,000 compounds, 0.33% hits; inhibition, % at 20 µM; P63165; in the data active means inhibition above about 37%
# Target sequence (P63165 whole entry, looked up): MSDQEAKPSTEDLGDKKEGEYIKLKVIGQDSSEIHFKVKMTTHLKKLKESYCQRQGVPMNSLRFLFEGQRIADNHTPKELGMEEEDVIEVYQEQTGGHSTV
# TbMetRS inhib = Trypanosoma brucei MetRS inhibition; inhibition, % at 11.9 µM; AID 624268; 360,000 compounds, 0.4% hits; purified T. brucei MetRS, ATP depletion, Kinase-Glo luminescence;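 active means inhibition above a per-plate cutoff of the control wells' mean inhibition plus 3 SD, cut at about 5.5% in these data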;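 further: 0% = DMSO wells median and 100% = median of wells with control inhibitor compound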
#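 Dosing: 11.9 µM single point; system: parasite MetRS enzyme; technique: luminescence of leftover ATP; times: 15 min enzyme-compound preincubation, 2 h reaction, 10 min detection, 25 °C; replicates: each compound tested once; read-out basis: percent inhibition relative to median high and low control wells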
# Neddyl block = blocks human cullin neddylation | calls only at 25 µM | AID 651699 | P61081+Q13564 | 360,000 compounds, 0.58% hits | TR-FRET cullin neddylation, biochemical; in the data active means inhibition above about 36%
# NadD inh = inhibitors of Staphylococcus aureus NadD; purified NadD enzyme, colorimetric absorbance read-out; inhibition, % at 20 µM; 360,000 compounds, 0.78% hits; in the data active means inhibition above about 26%; further: some compounds past the cut are filed as inactive
# CendR NRP1 mod = modulators of CendR peptide binding to human neuropilin-1; FAM-RPARPAR peptide binding to NRP-1, fluorescence polarization; O14786; AID 602438; 360,000 compounds, 0.85% hits; inhibition, % at 25 µM;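 active means inhibition or corrected inhibition above about 18%, plus a signal ratio from 0.5 to 1.5, limit read from the data, passing the limit was not always enough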; further: strong numbers were not always called active
# Scp-1 inhibitor = blocks human Scp-1 phosphatase activity. Q9GZU7. Recombinant Scp1, phosphopeptide, malachite green phosphate absorbance. inhibition, % at 20 µM. 340,000 compounds, 0.88% hits;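 active means inhibition above about 50% at 20 µM, limit read from the data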;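 further: plate controls were DMSO wells with enzyme for no effect and wells lacking enzyme for full effect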
# Target sequence (Q9GZU7 76-261 limits assumed): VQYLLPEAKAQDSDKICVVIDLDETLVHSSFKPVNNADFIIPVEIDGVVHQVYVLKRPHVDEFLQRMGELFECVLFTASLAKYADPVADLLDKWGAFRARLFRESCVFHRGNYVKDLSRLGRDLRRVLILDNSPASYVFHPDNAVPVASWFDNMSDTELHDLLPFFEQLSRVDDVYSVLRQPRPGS
#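 assay system = SCP-1 phosphatase catalytic domain, residues 76-261 | buffer or medium = 50 mM Tris acetate pH 5.5, 0.005% Tween-20, 10 mM MgCl2 | incubation = enzyme reaction 45 min at room temperature, colour 5 min, stabilisation 30 min | signal = Phosphate-binding colour reagent, absorbance read at 630 nm | measure = % inhibition at 20 µM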
# LMPTP block = LMPTP (human) inhibition; P24666; recombinant LMPTP-A, OMFP fluorogenic substrate, fluorescence intensity; inhibition, % at 20 µM; 360,000 compounds, 0.22% hits;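 active means compounds that cut the enzyme signal by at least half of the control window in the single-dose screen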;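 further: plate controls were DMSO wells with enzyme plus substrate for no effect and substrate without enzyme for full effect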
# Target sequence (P24666 whole entry, looked up): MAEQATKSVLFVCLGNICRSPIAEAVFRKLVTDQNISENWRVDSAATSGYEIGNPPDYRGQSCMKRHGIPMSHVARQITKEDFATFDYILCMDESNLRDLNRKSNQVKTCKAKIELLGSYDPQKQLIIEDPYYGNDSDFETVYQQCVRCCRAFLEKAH
#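 Assay system: LMPTP-A, protein tyrosine phosphatase of low molecular weight / Medium: pH 6.0 Bis-Tris buffer with DTT and Triton X-100 / Schedule: 50 min enzyme reaction at room temperature, protected from light / Measured by: endpoint fluorescence intensity from OMFP dephosphorylation / Read-out basis: % inhibition relative to no-enzyme and uninhibited control wells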
# * = called active by the depositor; i = inactive; nt = not tested or not shown.
SMILES,DNMT1 inh,STEP block,SKN-1 block,SUMO1-SIM PPI,TbMetRS inhib,Neddyl block,NadD inh,CendR NRP1 mod,Scp-1 inhibitor,LMPTP block
CN(C)CCCN(C(=O)c1cccs1)c1nc(-c2ccccc2)cs1,-2,2,-17,1,-0.4,i,-3,5,-3,-1.6
O=C(N[C@@H]1CCC(=O)N(CC[C@H](Oc2ccccc2)c2ccccc2)CC1)OCc1ccccc1,-11,0,0,-1,-0.3,i,-6,17,1,2.2
Cn1cc(SCC(N)=O)c2ccccc21,5,-7,7,1,0.3,i,-1,5,-5,-1.2
O=C(c1nn2cccnc2c1Cl)N1CCN(c2ccccc2)CC1,-2,1,-4,-4,-0.1,i,1,-2,-6,-0.8
COc1cc(C2CC(=O)Oc3cc(OC)c(OC)c(OC)c32)cc(OC)c1OC (stereo not drawn),3,0,2,3,-0.5,i,0,4,4,-0.8
CCCn1c(SCC(=O)NCCc2ccc(OC)c(OC)c2)nc2c1c(=O)n(C)c(=O)n2C,-1,0,11,1,-0.7,i,-3,-6,-4,-1.4
CN(CCC1CCCCO1)C(=O)CCc1nnc(Cc2c[nH]c3ccccc23)o1 (stereo not drawn),1,0,-5,-1,0.8,i,3,-16,-2,-1.2
O=C(Cc1cccs1)Nc1nncs1,9,-2,-35,10,0.0,i,1,-13,-2,-0.9
Cc1ccnc(SCC(=O)c2ccc(Br)cc2)c1C#N,7,-1,-12,-15,-1.2,i,2,-3,0,2.1
O=C(CSc1ccccc1)Nc1ccc(N2CCOCC2)c(F)c1,0,2,19,6,-0.5,i,3,17,1,0.6
CC(C)n1c(=O)c2ccccc2n1Cc1cn(-c2ccccc2)nn1,-1,-1,-4,-1,-0.2,nt,-7,2,nt,0.1
CCN1C(c2ccc(F)cc2)=CS/C1=C(\C#N)c1nnc2n1-c1ccccc1SC2,2,4,6,-1,-0.3,i,1,1,0,0.3
CC1CCCCN1C(=O)Cn1c(=O)n(-c2ccc(F)cc2)c(=O)c2sccc21 (stereo not drawn),4,-6,-3,2,-0.9,i,-10,-8,-1,0.7
Cc1nc(C)c(-c2csc(Nc3ccc(Cl)cn3)n2)s1,-6,-2,31,2,0.3,i,-6,7,nt,2.4
COc1ccc(F)cc1S(=O)(=O)NCCCn1ccnc1,-2,-2,23,0,-2.1,i,-5,2,-5,-4.1
CCOC(=O)c1ccc(NCc2nc3ccccc3n2C)cc1,1,-2,-28,-1,-0.5,i,-4,-7,3,-0.5
O=C(COC(=O)c1cnccn1)c1ccc(C2CCCCC2)cc1,-2,0,5,-4,-0.9,i,-1,-7,-8,0.4
CCCC(=O)NC(NC(=S)Nc1c(C)n(C)n(-c2ccccc2)c1=O)C(Cl)(Cl)Cl (stereo not drawn),-1,1,6,18,-0.3,i,3,20,-7,-2.2
Cc1cccc(-n2c(O)c(/C=N/NC(=O)c3ccccc3Cl)c3ccccc3c2=O)n1,0,1,-6,-6,-1.6,i,6,-24,2,0.8
CC(C)(C)c1nc(NCCN2CCOCC2)c2nnn(Cc3ccccc3Cl)c2n1,-7,-1,4,-2,-0.8,i,-11,-2,-3,-4.3
CC(NC(=O)CN(C)Cc1ccc(Br)cc1)c1ccccc1 (stereo not drawn),2,0,13,-1,-0.6,i,-2,16,-1,0.7
Cn1nnc2cc(C(=O)NC3CC3)ccc21,-3,-3,-12,-1,-0.6,i,0,5,1,-2.6
[N-]=[N+]=NC[C@H](Cc1ccccc1)N1CC[C@@H](OCc2ccccc2)CCC1=O,-1,-2,8,0,-0.5,i,-9,7,-8,-0.7
CN1C(=O)/C(=C2/C=Cc3ccccc3N2CCCS(=O)(=O)O)SC1=S,-9,10,32,-62,-0.7,i,-4,0,0,16
Cc1ccc(CNC(=O)c2ccc3c(c2)S(=O)(=O)c2ccccc2C3=O)cc1,1,0,10,-35,-0.2,i,-6,16,-17,3.3
Cn1nnc(NCc2cc(Br)ccc2OCc2ccccc2F)n1,77*,66*,-3,1,20*,i,-1,-6,-6,-1.3
COc1cccc2cc(C(=O)Nc3ccccc3C(=O)N3CCOCC3)oc12,2,-2,-29,5,-0.9,i,-2,-8,6,-0.8
Cc1cccc(CCNS(=O)(=O)c2ccc3c(c2)oc(=O)n3C)c1,2,-2,-1,-1,-1.1,i,-3,6,-2,-0.7
COc1ccc(S(=O)(=O)N2CCCCCC2)cc1NC(=O)Cc1cccc(C(F)(F)F)c1,7,-2,11,2,0.0,i,-9,3,nt,0.6
O=C(Nc1ccccc1F)N1CCc2ccccc2C1,-1,-1,2,-4,0.0,i,-2,6,-2,0.1
Cc1cc2c(ccc3c2no[n+]3[O-])nn1,-1,3,-22,-28,-0.7,i,3,1,3,-2.5
CC1CCCC(C)N1C(=O)COC(=O)CSc1ccc([N+](=O)[O-])cc1 (stereo not drawn),-2,1,7,-28,-0.2,i,2,10,-1,0.6
CCOC(=O)C(C(=O)OCC)C1OC(=O)c2cc3c(cc21)C(=O)OC3C(C(=O)OCC)C(=O)OCC (stereo not drawn),7,0,5,1,-0.5,i,-2,-15,-3,-1.4
COc1ccccc1N1CCN(C(=O)C(=O)c2cn(CC(=O)N3CCOCC3)c3ccccc23)CC1,-1,-4,22,9,-1.2,i,1,3,4,0.0
COc1ccc(S(=O)(=O)N2CCOCC2)cc1NC(=O)CCc1nc2ccccc2c(=O)[nH]1,1,-2,-3,9,-0.4,i,-2,-12,-1,-0.9
CC(=O)N1CCOc2ccc(S(=O)(=O)N3CCC(C(=O)Nc4ccc(C)cc4)CC3)cc21,2,1,18,4,-0.1,i,-6,-1,2,0.4
CN(C)c1ccc(NC(=O)c2cn(-c3ccccc3)nc2-c2cccs2)cc1,-23,-2,1,-2,-1.4,i,8,-2,-4,3.0
COCCNC(=O)c1cc2cc(Br)cc(OC)c2oc1=O,2,-2,6,-19,-0.4,i,4,8,-6,-1.1
Cc1nc(-c2cccc(S(=O)(=O)N3CC(C)OC(C)C3)c2)cs1 (stereo not drawn),1,-2,-6,0,0.2,i,8,4,-13,-0.4
CC(=O)N/C(=C/c1ccccc1)c1ccccc1,2,2,5,-2,0.0,i,0,7,-5,-1.4

# Pulled one by one from the entries so far:
SMILES,DNMT1 inh,STEP block,SKN-1 block,SUMO1-SIM PPI,TbMetRS inhib,Neddyl block,NadD inh,CendR NRP1 mod,Scp-1 inhibitor,LMPTP block
CN1C(=O)/C(=C2/C=Cc3ccccc3N2CCCS(=O)(=O)O)SC1=S,-9,10,32,-62,-0.7,i,-4,0,0,16
O=C(Nc1ccccc1F)N1CCc2ccccc2C1,-1,-1,2,-4,0.0,i,-2,6,-2,0.1
O=C(c1nn2cccnc2c1Cl)N1CCN(c2ccccc2)CC1,-2,1,-4,-4,-0.1,i,1,-2,-6,-0.8

# Next part.
SMILES,DNMT1 inh,STEP block,SKN-1 block,SUMO1-SIM PPI,TbMetRS inhib,Neddyl block,NadD inh,CendR NRP1 mod,Scp-1 inhibitor,LMPTP block
CCOC(=O)c1cc2c(ccn2C)n1Cc1ccccc1Cl,4,1,6,-3,0.1,i,-3,7,-8,2.2
CC1CCCN(CCCNS(=O)(=O)c2cc(Br)cc3c2N(C(=O)C2CC2)CC3)C1 (stereo not drawn),4,-2,9,0,-0.8,i,0,-2,-7,0.0
Cc1c(C(=O)Nc2cc(S(=O)(=O)N3CCOCC3)ccc2N2CCN(C)CC2)oc2ccccc12,-8,1,3,1,-0.2,i,-6,-11,3,0.3
C=CCn1c(SCCN2CCCCC2)nc2c1c(=O)[nH]c(=O)n2C,5,-3,-21,2,-1.2,i,0,5,-14,-1.8
COc1ccc(CCN2CC(C(=O)NCc3ccccc3)CCC2=O)cc1 (stereo not drawn),1,-2,6,0,-0.1,i,-1,17,-2,-0.4
CC(C)C[C@H]1CNC(=O)C(=O)N1C[C@H]1CCCN1C[C@H](Cc1ccc(O)cc1)N1C[C@H](CC(C)C)N(CC2CCCCCC2)C(=O)C1=O,nt,nt,5,18,-0.2,i,24,-10,nt,20
Cc1cccc(NS(=O)(=O)c2cc3c4c(c2)CCN4C(=O)CC3)c1C,3,-2,5,1,-0.3,i,2,-1,-6,-0.2
CCOC(=O)C1CCN(C(=O)CCn2c(=O)c3cccn3c3cccnc32)CC1,0,0,7,2,-0.5,i,-2,2,1,-1.5
O=C(Nc1ccc(N2CCN(C(=O)c3ccco3)CC2)cc1)c1ccccc1F,-3,2,1,-1,-0.5,i,1,0,-1,-0.2
CCc1[nH]c(=S)c(C#N)c2c1CCCC2,10,1,-10,-3,-1.1,i,2,-3,3,-1.4
COc1ccc(CCC(=O)N2CCN(S(=O)(=O)c3ccc(OC)c([N+](=O)[O-])c3)CC2)cc1,-1,1,5,-26,-0.2,i,3,14,nt,-2.1
Cc1cccc2sc(N(CCCN(C)C)C(=O)CCS(=O)(=O)c3ccccc3)nc12,1,1,-26,-3,-0.9,i,-4,-9,6,-0.2
COCCN(C(=O)COC(=O)c1ccccc1Nc1ccccc1)c1c(N)n(Cc2ccccc2)c(=O)[nH]c1=O,-4,-3,10,7,-0.4,i,0,-13,-7,1.9
CC(=O)Oc1ccc(C#C/C=C2\c3ccccc3C(=O)N2c2ccccc2)cc1,-12,-4,14,-4,0.0,i,11,96,22,4.8
CCc1ccc(OCC(=O)NCCc2ccc3c(c2)OCCO3)cc1,2,0,13,4,-0.3,i,-4,8,-6,0.3
CCc1ccccc1N/N=C(/C)c1c(O)cc(C)oc1=O,-1,-1,-1,-1,-0.1,i,-2,7,-5,-0.7
COc1ccc(Cn2cnc3sccc3c2=O)cc1,3,-3,3,0,-0.8,i,-5,-2,2,0.1
O=C(NCCC(=O)N1CCN(c2cccc(Cl)c2)CC1)c1ccc(Br)cc1,-7,0,-27,-22,-0.4,i,7,1,0,-7.5
CCCCn1c(N)c(N(CC(C)C)C(=O)c2cccc(-n3cnnn3)c2)c(=O)[nH]c1=O,1,0,16,5,0.6,i,-5,0,-1,-1.1
CCN(CC)CCN1C(=O)C(=O)/C(=C(/O)c2ccc(OC)c(OC)c2)C1c1ccccn1 (stereo not drawn),-2,3,4,-10,-0.4,i,-4,0,-10,-5.7
O=S(=O)(c1ccccc1)N1CCN(c2ncccn2)CC1,3,2,4,0,-0.1,i,-1,-5,1,-1.1
O=C1[C@H]2[C@@H](c3ccc(F)cc3)N3C(=O)N(c4cccc(Br)c4)C(=O)[C@@]3(Cc3ccc(Cl)cc3)[C@H]2C(=O)N1C1CCCCC1,-8,0,-1,-3,-0.6,i,31*,2,-4,2.4
